PAFAH2 FP inh: PAFAH2 (human) inhibition; Q99487; recombinant PAFAH2, FP-rhodamine activity probe, fluorescence polarization; inhibition, % at 3.39 µM; 0.99% of 340,000 active; AID 492956;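 active = inhibition above the mean over all tested compounds plus 3 SD, cut at about 30% in these data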;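 note: inhibitors block probe labeling of enzyme so polarization drops; 0% = enzyme with DMSO and 100% = wells lacking PAFAH2 protein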
LYPLA2 counter: LYPLA2 (human) inhibition in PME1 counter-screen | O95372 | recombinant LYPLA2, FP-Rh probe fluorescence polarization | inhibition, % at 5.9 µM | 0.38% of 320,000 active | AID 2177;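 active = inhibition above the screen-wide mean plus 3 SD, limit set per campaign, cut at about 26% in these data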;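 note: 0% = LYPLA2 with DMSO and 100% = wells lacking LYPLA2 enzyme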
PAD4 FP inh: blocks human protein arginine deiminase 4; recombinant PAD4, RCA probe fluorescence polarization; inhibition, % at 6.36 µM; 0.41% of 330,000 active;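 active = percent inhibition above a cutoff equal to the mean of all tested compounds plus 3 SD, cut at about 15% in these data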;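 note: 0% = PAD4 with RCA probe and DMSO and 100% = probe without PAD4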
Target sequence (Q9UM07 whole entry, looked up): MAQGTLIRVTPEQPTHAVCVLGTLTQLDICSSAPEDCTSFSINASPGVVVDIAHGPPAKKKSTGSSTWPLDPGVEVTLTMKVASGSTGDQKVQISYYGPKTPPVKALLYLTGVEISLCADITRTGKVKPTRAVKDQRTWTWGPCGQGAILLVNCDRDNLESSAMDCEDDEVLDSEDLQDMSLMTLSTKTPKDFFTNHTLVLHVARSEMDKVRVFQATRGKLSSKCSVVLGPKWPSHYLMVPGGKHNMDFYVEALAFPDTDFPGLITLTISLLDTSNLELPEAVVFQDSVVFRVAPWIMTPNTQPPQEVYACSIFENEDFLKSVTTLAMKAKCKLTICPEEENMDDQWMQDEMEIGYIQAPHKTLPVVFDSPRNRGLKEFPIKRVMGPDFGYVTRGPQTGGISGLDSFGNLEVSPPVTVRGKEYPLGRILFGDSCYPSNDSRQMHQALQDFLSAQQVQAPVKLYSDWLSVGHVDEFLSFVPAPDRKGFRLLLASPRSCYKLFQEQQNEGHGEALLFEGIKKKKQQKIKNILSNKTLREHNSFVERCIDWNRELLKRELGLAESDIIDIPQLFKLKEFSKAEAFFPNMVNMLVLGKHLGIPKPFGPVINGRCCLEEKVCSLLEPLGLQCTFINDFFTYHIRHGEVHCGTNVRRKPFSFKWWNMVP
pPAFAH inh: inhibitors of human plasma PAF acetylhydrolase (pPAFAH) | Q13093 | inhibition, % at 3.39 µM | 1.5% of 330,000 active | recombinant pPAFAH, FP-rhodamine probe fluorescence polarization;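 active = inhibition above the mean inhibition across the screen plus 3 SD, cut at about 25% in these data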;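 note: inhibitors block binding of the rhodamine activity-based probe so polarization drops; 0% = enzyme with DMSO and 100% = wells lacking pPAFAH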
PAFAH1B2 FP inh: PAFAH1B2 (human) inhibition | 1.2% of 340,000 active | recombinant PAFAH1B2, FP-rhodamine activity probe, fluorescence polarization | inhibition, % at 3.39 µM | P68402;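 active = inhibition above the mean of all tested compounds plus 3 SD, cut at about 24% in these data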;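 note: 0% = enzyme with DMSO and 100% = wells lacking PAFAH1B2; many of its hits are not listed in these tables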
Target sequence (P68402 whole entry, looked up): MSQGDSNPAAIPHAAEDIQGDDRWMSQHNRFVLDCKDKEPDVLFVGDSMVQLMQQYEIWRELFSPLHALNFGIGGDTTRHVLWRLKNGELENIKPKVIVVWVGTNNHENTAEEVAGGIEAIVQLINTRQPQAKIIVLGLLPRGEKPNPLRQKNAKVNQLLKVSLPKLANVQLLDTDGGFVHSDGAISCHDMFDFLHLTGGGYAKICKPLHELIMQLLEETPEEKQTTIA
LYPLA1 counter: blocks human lysophospholipase 1, a PME1 counter-screen | inhibition, % at 5.9 µM | O75608 | recombinant LYPLA1, FP-Rh probe fluorescence polarization | 0.16% of 320,000 active;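 active = inhibition above the mean of all tested compounds plus 3 SD, set per campaign, cut at about 14% in these data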;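 note: inhibitors block serine hydrolase probe labeling of LYPLA1 so polarization falls; 0% = enzyme with DMSO and 100% = wells lacking LYPLA1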
Target sequence (O75608 whole entry, looked up): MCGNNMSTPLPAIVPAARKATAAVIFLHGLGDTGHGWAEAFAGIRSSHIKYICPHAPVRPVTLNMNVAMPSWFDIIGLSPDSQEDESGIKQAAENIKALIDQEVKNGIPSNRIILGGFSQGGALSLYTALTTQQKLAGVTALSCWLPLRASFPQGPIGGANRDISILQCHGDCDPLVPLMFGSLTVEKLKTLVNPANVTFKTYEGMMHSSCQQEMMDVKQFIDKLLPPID
PME-1 primary: blocks human protein phosphatase methylesterase 1 | Q9Y570 | recombinant PME-1, FP-Rh probe fluorescence polarization | inhibition, % at 5.9 µM | 0.53% of 320,000 active | AID 2130;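 active = inhibition above the campaign mean of all compounds plus 3 SD, cut at about 26% in these data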;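 note: competitive labeling of PME-1 active site by serine hydrolase directed probe; 0% = PME-1 with DMSO and 100% = wells lacking PME-1 enzyme; inhibitors block probe labeling so polarization falls and inhibition rises; many of its hits are not listed in these tables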
GSTO1 counter: GSTO1 inhibition, counter-screen for RBBP9 inhibitors | inhibition, % at 5.96 µM | P78417 | recombinant GSTO1, activity-based probe fluorescence polarization | 1.1% of 300,000 active;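 active = inhibition above the campaign mean inhibition plus 3 SD, cut at about 35% in these data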;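 note: 0% = GSTO1-1 with DMSO and 100% = wells lacking GSTO1-1 enzyme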
PAFAH1B3 FP inh: inhibitors of human PAFAH1B3 | 0.28% of 340,000 active | Q15102 | recombinant PAFAH1B3, FP-rhodamine probe, fluorescence polarization | inhibition, % at 3.39 µM;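 active = inhibition above the screen-wide average of all tested compounds plus 3 SD, cut at about 25% in these data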;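 note: 0% = enzyme with DMSO only and 100% = wells lacking PAFAH1B3 protein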
The depositor's hits bear a star.

Results for COc1ccc2cc(C#N)c(NC(C)C)nc2c1 ?
PAFAH2 FP inh: 0; LYPLA2 counter: 4; PAD4 FP inh: 1; pPAFAH inh: -3; PAFAH1B2 FP inh: 8; LYPLA1 counter: -4; PME-1 primary: -4; GSTO1 counter: 1; PAFAH1B3 FP inh: 6

How did O=C(NCCC1=CCCCC1)C(=O)NCc1ccccc1 do in these assays?
PAFAH2 FP inh: 0; LYPLA2 counter: -1; PAD4 FP inh: 1; pPAFAH inh: 6; PAFAH1B2 FP inh: 7; LYPLA1 counter: -2; PME-1 primary: 1; GSTO1 counter: 2; PAFAH1B3 FP inh: -4

How did CNS(=O)(=O)c1cc(N)ccc1C do in these assays?
PAFAH2 FP inh: 1; LYPLA2 counter: 4; PAD4 FP inh: 2; pPAFAH inh: 2; PAFAH1B2 FP inh: 1; LYPLA1 counter: -2; PME-1 primary: 0; GSTO1 counter: 17; PAFAH1B3 FP inh: 9

Results for COCCCNC(=S)Nc1ccc(CC(=O)O)cc1 ?
PAFAH2 FP inh: 2; LYPLA2 counter: 11; PAD4 FP inh: 0; pPAFAH inh: 1; PAFAH1B2 FP inh: -1; LYPLA1 counter: 0; PME-1 primary: 3; GSTO1 counter: 1; PAFAH1B3 FP inh: -3

Results for Cc1ccc(CNC(=O)c2ccc(COc3ccccc3)cc2)cc1 ?
PAFAH2 FP inh: 2; LYPLA2 counter: -5; PAD4 FP inh: -1; pPAFAH inh: 8; PAFAH1B2 FP inh: 2; LYPLA1 counter: -7; PME-1 primary: -9; GSTO1 counter: -7; PAFAH1B3 FP inh: 7

Results for O=C(Cc1ccc(Cl)c(Cl)c1)Nc1ccc2[nH]c(=O)[nH]c2c1 ?
PAFAH2 FP inh: -29; LYPLA2 counter: -37; PAD4 FP inh: -2; pPAFAH inh: -10; PAFAH1B2 FP inh: -17; LYPLA1 counter: -20; PME-1 primary: -39; GSTO1 counter: -27; PAFAH1B3 FP inh: -26

Results for Cn1c(SCC(=O)N2CCCc3ccccc32)nnc1-c1ccccc1 ?
PAFAH2 FP inh: 1; LYPLA2 counter: 6; PAD4 FP inh: 1; pPAFAH inh: 1; PAFAH1B2 FP inh: -3; LYPLA1 counter: 2; PME-1 primary: 1; GSTO1 counter: 6; PAFAH1B3 FP inh: 5

Results for CCc1nn(-c2ccccc2)c(N)c1C#N ?
PAFAH2 FP inh: 7; LYPLA2 counter: 1; PAD4 FP inh: 0; pPAFAH inh: 12; PAFAH1B2 FP inh: 6; LYPLA1 counter: 0; PME-1 primary: 8; GSTO1 counter: 2; PAFAH1B3 FP inh: -1

Results for CN(C)CCN1CC(O)=C(c2nc3ccccc3s2)C1=N ?
PAFAH2 FP inh: 12; LYPLA2 counter: 0; PAD4 FP inh: -4; pPAFAH inh: 3; PAFAH1B2 FP inh: 8; LYPLA1 counter: -3; PME-1 primary: -4; GSTO1 counter: 8; PAFAH1B3 FP inh: 5

What do the screens show for `COc1ccc(S(=O)(=O)N2CCCCC2)cc1C(C)C`?
PAFAH2 FP inh: 6; LYPLA2 counter: -4; PAD4 FP inh: 3; pPAFAH inh: -5; PAFAH1B2 FP inh: -1; LYPLA1 counter: -2; PME-1 primary: 9; GSTO1 counter: -1; PAFAH1B3 FP inh: 0

Results for O=C1CCC/C(=N/Nc2ccc(Cl)cc2)C1 ?
PAFAH2 FP inh: -2; LYPLA2 counter: 8; PAD4 FP inh: -10; pPAFAH inh: 27*; PAFAH1B2 FP inh: 3; LYPLA1 counter: 2; PME-1 primary: 7; GSTO1 counter: 40*; PAFAH1B3 FP inh: 4

Results for CCOC(=O)N1CCN(C(=O)Cc2c(C(=O)O)n(C)c3ccccc23)CC1 ?
PAFAH2 FP inh: 3; LYPLA2 counter: -2; PAD4 FP inh: -5; pPAFAH inh: 4; PAFAH1B2 FP inh: 0; LYPLA1 counter: -1; PME-1 primary: -1; GSTO1 counter: 5; PAFAH1B3 FP inh: -1

How did C=CCn1c(-c2ccc(OC)cc2)nc2nc3ccccc3nc21 do in these assays?
PAFAH2 FP inh: 7; LYPLA2 counter: -3; PAD4 FP inh: -2; pPAFAH inh: 5; PAFAH1B2 FP inh: 2; LYPLA1 counter: -1; PME-1 primary: 1; GSTO1 counter: 0; PAFAH1B3 FP inh: 1

What do the screens show for `Cc1cc(C(=O)NC2CCCN(Cc3ccccc3F)C2)n[nH]1` (stereo not given)?
PAFAH2 FP inh: 0; LYPLA2 counter: -1; PAD4 FP inh: -3; pPAFAH inh: 3; PAFAH1B2 FP inh: 2; LYPLA1 counter: -2; PME-1 primary: 5; GSTO1 counter: 1; PAFAH1B3 FP inh: -6

Results for O=C(CCC1CCCC1)NCc1ccccn1 ?
PAFAH2 FP inh: 8; LYPLA2 counter: -2; PAD4 FP inh: -5; pPAFAH inh: 0; PAFAH1B2 FP inh: -1; LYPLA1 counter: -2; PME-1 primary: -7; GSTO1 counter: 3; PAFAH1B3 FP inh: 4

Results for O=[N+]([O-])c1cccc(S(=O)(=O)N2CCN(S(=O)(=O)N3CCOCC3)CC2)c1 ?
PAFAH2 FP inh: -7; LYPLA2 counter: 2; PAD4 FP inh: 2; pPAFAH inh: -3; PAFAH1B2 FP inh: 4; LYPLA1 counter: 0; PME-1 primary: 3; GSTO1 counter: 2; PAFAH1B3 FP inh: -2

How did CCC(C)NC(=O)CO/N=C/c1ccc(C(=O)OC)cc1 (stereo not given) do in these assays?
PAFAH2 FP inh: 1; LYPLA2 counter: -1; PAD4 FP inh: -3; pPAFAH inh: 2; PAFAH1B2 FP inh: 1; LYPLA1 counter: 3; PME-1 primary: 2; GSTO1 counter: 1; PAFAH1B3 FP inh: 0

Results for Cc1ccc(CNC(=O)C2CCCN(c3ncnc4c3nc3n4CCCCC3)C2)cc1 (stereo not given) ?
PAFAH2 FP inh: -3; LYPLA2 counter: -3; PAD4 FP inh: 0; pPAFAH inh: 3; PAFAH1B2 FP inh: 1; LYPLA1 counter: -1; PME-1 primary: 3; GSTO1 counter: -21; PAFAH1B3 FP inh: 11

What do the screens show for `Cc1cccc2cc(CN(Cc3ccco3)C(c3nnnn3CCc3ccccc3)C(C)C)c(=O)[nH]c12` (stereo not given)?
PAFAH2 FP inh: 5; LYPLA2 counter: -3; PAD4 FP inh: 4; pPAFAH inh: 6; PAFAH1B2 FP inh: -2; LYPLA1 counter: -7; PME-1 primary: -2; GSTO1 counter: -5; PAFAH1B3 FP inh: 5

What do the screens show for `COc1ccc(-n2cnnc2SCC(=O)NC2CCCc3ccccc32)cc1` (stereo not given)?
PAFAH2 FP inh: -3; LYPLA2 counter: -1; PAD4 FP inh: 0; pPAFAH inh: 0; PAFAH1B2 FP inh: 2; LYPLA1 counter: -2; PME-1 primary: 4; GSTO1 counter: -2; PAFAH1B3 FP inh: -3

How did COc1cc2c(c(O)c1OC)-c1c(cc(OC)c(OC)c1OC)C[C@@H](C)[C@@H](C)C2 do in these assays?
PAFAH2 FP inh: 2; LYPLA2 counter: 7; PAD4 FP inh: 3; pPAFAH inh: 2; PAFAH1B2 FP inh: -3; LYPLA1 counter: 3; PME-1 primary: 10; GSTO1 counter: 5; PAFAH1B3 FP inh: 0

How did O=C(Nc1ccc2c(c1)OCO2)c1ccc(S(=O)(=O)NCC2CCCO2)cc1 (stereo not given) do in these assays?
PAFAH2 FP inh: 5; LYPLA2 counter: 2; PAD4 FP inh: -4; pPAFAH inh: 4; PAFAH1B2 FP inh: 3; LYPLA1 counter: 2; PME-1 primary: 5; GSTO1 counter: 1; PAFAH1B3 FP inh: 0

Results for COC(=O)c1cn(NC(=O)Cc2c(F)cccc2Cl)c(=O)c2ccccc12 ?
PAFAH2 FP inh: 1; LYPLA2 counter: 2; PAD4 FP inh: 0; pPAFAH inh: -6; PAFAH1B2 FP inh: -2; LYPLA1 counter: -3; PME-1 primary: -11; GSTO1 counter: 25; PAFAH1B3 FP inh: 1

Results for O=Cc1c(N2CCN(CCO)CC2)nc2ccccn2c1=O ?
PAFAH2 FP inh: -10; LYPLA2 counter: -7; PAD4 FP inh: 1; pPAFAH inh: 3; PAFAH1B2 FP inh: 8; LYPLA1 counter: -4; PME-1 primary: 4; GSTO1 counter: 3; PAFAH1B3 FP inh: 1

Results for CCCCn1c(/N=C/c2ccccc2NS(=O)(=O)c2ccc(C)cc2)nc2ccccc21 ?
PAFAH2 FP inh: 12; LYPLA2 counter: 3; PAD4 FP inh: 4; pPAFAH inh: 4; PAFAH1B2 FP inh: -3; LYPLA1 counter: 10; PME-1 primary: 3; GSTO1 counter: 3; PAFAH1B3 FP inh: 1

How did c1cn(-c2ncnc3sc4c(c23)CCCC4)cn1 do in these assays?
PAFAH2 FP inh: -2; LYPLA2 counter: 2; PAD4 FP inh: 4; pPAFAH inh: 1; PAFAH1B2 FP inh: 1; LYPLA1 counter: 3; PME-1 primary: 1; GSTO1 counter: -7; PAFAH1B3 FP inh: 8

Results for CC(=O)Nc1ccc(S(=O)(=O)N(C)CC(=O)NNC(=O)Cc2nc3ccccc3n2C)cc1 ?
PAFAH2 FP inh: 5; PAD4 FP inh: 0; pPAFAH inh: 5; PAFAH1B2 FP inh: 4; PAFAH1B3 FP inh: 6

Results for CCN(CC)c1ccc(/C=N/OC(C)C(=O)Nc2ccc(C)cc2)cc1 (stereo not given) ?
PAFAH2 FP inh: 3; LYPLA2 counter: 0; PAD4 FP inh: -6; pPAFAH inh: 8; PAFAH1B2 FP inh: 6; LYPLA1 counter: -3; PME-1 primary: 9; GSTO1 counter: -1; PAFAH1B3 FP inh: 1

Results for Cc1ccc(F)cc1CNC(=O)C1CCC(=O)N(C2CC2)C1 (stereo not given) ?
PAFAH2 FP inh: -7; LYPLA2 counter: 2; PAD4 FP inh: 1; pPAFAH inh: 5; PAFAH1B2 FP inh: -2; LYPLA1 counter: 2; PME-1 primary: 7; GSTO1 counter: -3; PAFAH1B3 FP inh: 7

How did O=C(CNC(=O)c1ccc(F)cc1)N/N=C/c1cccnc1 do in these assays?
PAFAH2 FP inh: 1; LYPLA2 counter: 8; PAD4 FP inh: 0; pPAFAH inh: 3; PAFAH1B2 FP inh: 2; LYPLA1 counter: 1; PME-1 primary: 1; GSTO1 counter: 1; PAFAH1B3 FP inh: 5

Results for COCCCn1cnnc1SCC(=O)Nc1ccc(S(=O)(=O)N2CCCC2)cc1 ?
PAFAH2 FP inh: 11; LYPLA2 counter: -4; PAD4 FP inh: 4; pPAFAH inh: -2; PAFAH1B2 FP inh: 7; LYPLA1 counter: 1; PME-1 primary: -4; GSTO1 counter: 7; PAFAH1B3 FP inh: 6

How did O=c1cc(O)c2c(=O)n(Cc3ccccc3)c3ccccc3c2o1 do in these assays?
PAFAH2 FP inh: 5; LYPLA2 counter: -2; PAD4 FP inh: 2; pPAFAH inh: 0; PAFAH1B2 FP inh: -1; LYPLA1 counter: -5; PME-1 primary: -2; GSTO1 counter: 4; PAFAH1B3 FP inh: 1

How did CCOC(=O)c1cc(-c2ccc(OC(F)F)cc2)nc2c1c(=O)[nH]c(=O)n2C do in these assays?
PAFAH2 FP inh: 5; LYPLA2 counter: -3; PAD4 FP inh: -2; pPAFAH inh: 0; PAFAH1B2 FP inh: 5; LYPLA1 counter: -5; PME-1 primary: -16; GSTO1 counter: 2; PAFAH1B3 FP inh: -2

How did COc1ccc(N2CCN(C(=O)c3cc([N+](=O)[O-])ccc3N3CCN(CCO)CC3)CC2)cc1 do in these assays?
PAFAH2 FP inh: -5; LYPLA2 counter: 2; PAD4 FP inh: -1; pPAFAH inh: 2; PAFAH1B2 FP inh: -10; LYPLA1 counter: -4; PME-1 primary: -4; GSTO1 counter: -2; PAFAH1B3 FP inh: 1

Compound activity as filed in PubChem BioAssay.

A portion of the library; the hit share may differ from the screen's.
